cardiac RTF act: cardiac RTF calcium sensitivity activators, primary screen, biochemical, IANBD-TnC fluorescence, EC20 calcium; Troponin I, cardiac muscle (Homo sapiens) + Troponin T, cardiac muscle (Homo sapiens) + …; IANBD-labeled TnC RTF fluorescence at EC20 calcium; 0% EC20 calcium, 100% full calcium; activation, % at 7.2 µM; hit rate 0.24% among 340,000;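 active = activation above the mean over all tested compounds plus 3 SD, cut at about 30% in these data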;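 also: rise in fluorescence read as greater calcium sensitivity of cardiac thin filaments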
Rtt109 Vps75: inhibitors of C. albicans Rtt109/Vps75 HAT, primary screen, biochemical, ThioGlo CoA-SH fluorescence, plate reader. hit rate 0.16% among 330,000. purified Rtt109/Vps75, 4 h. Histone acetyltransferase RTT109 (Candida albicans (strain SC5314 / ATCC MYA-2876)), …. inhibition, % at 34.9 µM;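 active = inhibition of at least 50% in every replicate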
Target sequence (Q5AAJ8 whole entry, looked up): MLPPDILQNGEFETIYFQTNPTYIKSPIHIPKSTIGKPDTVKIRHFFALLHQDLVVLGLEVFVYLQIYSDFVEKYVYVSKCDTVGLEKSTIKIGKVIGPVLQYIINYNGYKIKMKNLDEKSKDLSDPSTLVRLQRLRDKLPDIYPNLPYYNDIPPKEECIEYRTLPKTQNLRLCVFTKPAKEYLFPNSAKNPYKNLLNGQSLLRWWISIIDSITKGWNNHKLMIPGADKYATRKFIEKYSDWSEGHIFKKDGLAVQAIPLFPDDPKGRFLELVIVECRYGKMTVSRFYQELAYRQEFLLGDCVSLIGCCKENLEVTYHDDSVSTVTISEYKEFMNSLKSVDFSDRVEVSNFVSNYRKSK
PKA-R2B act: activators of PKA-R2B holoenzyme, primary screen, biochemical, fluorescence polarization, Cy5-IP20, human | PKA-R2B holoenzyme dissociation; R2B truncated from residue 108, S112A mutant; 0% DMSO only, 100% 113 µM cGMP | hit rate 0.079% among 340,000 | activation, % at 11.4 µM | AID 504700, 2011;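 active = activation above a cutoff set at the mean over all compounds plus 3 SD, cut at about 18% in these data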;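 also: higher means more holoenzyme dissociation and a rise in polarization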
C-LANA FP: inhibitors of KSHV C-LANA binding to DNA, primary screen, biochemical, fluorescence polarization, FAM-LBS DNA, MBP-C-LANA, single point | hit rate 0.078% among 340,000 | inhibition, % at 9 µM | Kaposi's sarcoma herpesvirus LANA C-terminal domain (residues 932-1162) DNA binding | AID 504423, 2011;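 active = highest replicate inhibition at or above 60% at 9 µM, even if other replicates fall short; inactive = all replicates below 60% inhibition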;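 also: 0% = neutral control wells and 100% = 4 µM acridine orange control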
DAGLB inhibitor: DAGLB lipase inhibitors, primary screen, biochemical, fluorescence, HTS | Diacylglycerol lipase-beta (Homo sapiens), Q8NCG7 | HEK293T DAGLB membrane lysate, EnzChek fluorogenic substrate | inhibition, % at 5.17 µM | hit rate 0.059% among 340,000; in the data active = inhibition above about 34%;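 also: 0% = enzyme with vehicle and 100% = wells lacking enzyme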
Target sequence (Q8NCG7 whole entry, looked up): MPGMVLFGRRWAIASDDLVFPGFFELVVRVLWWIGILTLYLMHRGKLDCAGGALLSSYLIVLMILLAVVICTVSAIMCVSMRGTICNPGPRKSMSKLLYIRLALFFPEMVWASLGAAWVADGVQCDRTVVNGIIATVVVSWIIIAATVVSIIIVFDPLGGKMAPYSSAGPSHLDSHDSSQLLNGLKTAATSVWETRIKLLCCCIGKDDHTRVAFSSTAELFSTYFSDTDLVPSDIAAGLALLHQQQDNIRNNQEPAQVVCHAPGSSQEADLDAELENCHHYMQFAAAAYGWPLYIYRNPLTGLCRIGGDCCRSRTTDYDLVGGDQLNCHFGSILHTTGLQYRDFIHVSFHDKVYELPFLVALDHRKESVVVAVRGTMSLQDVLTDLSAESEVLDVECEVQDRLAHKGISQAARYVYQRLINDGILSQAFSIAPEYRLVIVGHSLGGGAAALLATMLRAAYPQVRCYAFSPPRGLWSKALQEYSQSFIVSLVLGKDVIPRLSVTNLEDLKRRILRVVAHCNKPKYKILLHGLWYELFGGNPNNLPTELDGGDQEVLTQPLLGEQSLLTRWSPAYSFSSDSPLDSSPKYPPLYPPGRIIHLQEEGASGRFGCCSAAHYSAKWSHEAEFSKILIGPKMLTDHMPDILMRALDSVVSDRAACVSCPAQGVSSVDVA
Keap1 Nrf2 FP: Keap1-Nrf2 protein-protein interaction inhibitors, primary screen, biochemical, fluorescence polarization, single point; Kelch-like ECH-associated protein 1 (Homo sapiens), Q14145; Keap1 Kelch-Nrf2 peptide fluorescence polarization, 1536-well; inhibition, % at 9.4 µM; hit rate 0.15% among 340,000; in the data active = inhibition above about 12%;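 also: human Keap1 Kelch domain with fluorescein labeled Nrf2 9mer peptide probe; 0% = neutral control wells and 100% = peptide positive control; higher means more block of Keap1 binding to Nrf2 peptide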
SR-BI uptake up: activators of SR-BI mediated DiI-HDL uptake, primary screen, ldlA[mSR-BI] CHO cells, DiI fluorescence. 3 h; 100 = double the neutral-control signal. activation, % at 12.5 µM. hit rate 0.096% among 320,000. AID 504775, 2011;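 active = mean replicate activation of at least 60% and every replicate at or above 60%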;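 also: 0% = median plate neutral-control signal and 100% = twice that signal; values of inactives mirror those of a sister screen read the other way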
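Assay system: CHO ldlA[mSR-BI] cells, LDL receptor-null, SR-BI overexpressing; medium: Ham's F12 with 0.5% BSA, HEPES 25 mM, pH 7.4; also added: DiI-HDL 10 µg/mL; timing: 3 h uptake period with compound, 37 °C; signal: DiI fluorescence, bottom read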
CAL PDZ FP-1: CAL PDZ peptide-binding inhibitors, primary screen, biochemical, fluorescence polarization, Cer-tagged CAL PDZ, HTS. Golgi-associated PDZ and coiled-coil motif-containing protein (Homo sapiens), Q9HD26. purified CAL PDZ, TMR-peptide fluorescence polarization, 1 h. inhibition, % at 20 µM. hit rate 0.02% among 330,000. AID 504414, 2011;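 active = highest replicate inhibition of at least 40%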;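 also: plate controls were DMSO neutral control wells for no effect and unlabeled competitor peptide control wells for full effect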
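Assay system – tagged CAL PDZ protein CerCALP, purified · Timing – 1 h at RT · Compound – single point, 20 µM · Measured by – fluorescence polarization from S- and P-plane intensities, G-factor corrected · Evaluation – inhibition from polarization loss · Probe or stimulus – TMR reporter peptide T*-PRC34 · Buffer or medium – pH 7.4 phosphate-saline buffer, reducing agent, detergent, IgG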
CAL PDZ FP-2: untagged CAL PDZ binding inhibitors, primary screen, biochemical, fluorescence polarization, HTS; Golgi-associated PDZ and coiled-coil motif-containing protein (Homo sapiens), Q9HD26; purified CAL PDZ, TMR-peptide fluorescence polarization, 1 h; inhibition, % at 24.9 µM; hit rate 0.92% among 300,000; AID 602252, 2012;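 active = mean inhibition of at least 30% with at least half of replicates also reaching 30%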;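 also: 0% = DMSO neutral control and 100% = excess unlabeled competitor peptide PRC23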
Cardiac RTF inh: cardiac RTF calcium sensitivity inhibitors, primary screen, biochemical, IANBD-TnC fluorescence, EC70 calcium. Troponin I, cardiac muscle (Homo sapiens) + Troponin T, cardiac muscle (Homo sapiens) + …. IANBD-labeled cardiac RTF, Ca2+ fluorescence. inhibition, % at 7.15 µM. hit rate 0.12% among 340,000;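 active = inhibition above the mean inhibition of all tested compounds plus 3 SD, cut at about 17% in these data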;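 also: assay run at fixed EC70 calcium of 1.6 mM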
An asterisk follows results filed as active; nt = no result given. The order is random (roughly 1.6% active in at least one column).

SMILES | cardiac RTF act | Rtt109 Vps75 | PKA-R2B act | C-LANA FP | DAGLB inhibitor | Keap1 Nrf2 FP | SR-BI uptake up | CAL PDZ FP-1 | CAL PDZ FP-2 | Cardiac RTF inh
Cc1ccc(S(=O)(=O)N2CCCN(C(=O)CNC(=O)c3ccccc3)CC2)cc1 | -1.1 | 10.6 | 10.4 | -1.6 | 0.1 | 5.7 | -3.6 | -1.3 | -6.5 | -3.6
COc1ccc(CCNC(=O)c2cc3c(=O)n4ccccc4nc3n(CCCN3CCOCC3)c2=N)cc1 | -3.5 | 3.9 | -9.5 | -2.6 | 0.6 | 3.0 | 24.8 | -2.7 | -1.0 | -1.8
N#Cc1ccc(CSc2nnc(-c3c[nH]c4ccccc34)n2-c2ccccc2)cc1 | 7.2 | 2.0 | 3.6 | 0.0 | -2.6 | -4.5 | 4.3 | -0.8 | 0.0 | -8.3
O=C(C[C@@H]1C/C=C\C[C@@H](Cc2ccc(F)cc2)C(=O)OC[C@@H](Cc2ccccc2)NC1=O)N[C@H](CO)Cc1ccccc1 | -1.4 | -10.3 | 5.4 | 1.3 | 6.4 | -1.5 | -53.7 | -0.7 | -4.6 | 1.1
Cc1cc(Br)ccc1NC(=O)CNC(=O)c1ccc(-n2cncn2)c([N+](=O)[O-])c1 | -0.6 | -1.3 | -3.3 | 1.7 | 1.3 | -3.6 | 17.5 | -1.6 | -0.9 | 1.0
CCOc1ccc(NS(=O)(=O)c2cc(C(=O)NCCCN3CCOCC3)ccc2C)cc1 | 3.1 | 3.7 | -9.0 | 0.5 | 0.6 | -3.2 | 8.3 | 0.4 | 25.8 | -9.6
Cc1cc2cc(CNC(=O)Nc3cccc(Cl)c3)ccc2n1C | 3.3 | 6.4 | -2.8 | -0.3 | 15.1 | -1.7 | nt | -1.3 | nt | -14.2
O=C1NC(=O)c2c(NC(=O)C3CCCO3)cccc21 (stereo not given) | 7.6 | nt | -2.9 | 0.3 | -1.6 | -3.2 | 13.5 | -3.0 | -1.0 | -12.4
Cc1onc(-c2ccccc2Cl)c1-c1nc(-c2ccncc2)no1 | 6.9 | 1.0 | 0.1 | -1.6 | 0.2 | -2.7 | -26.8 | -1.8 | 2.1 | -1.2
Cc1c(Br)c([N+](=O)[O-])nn1C(C)C(=O)N1CCCc2ccccc21 (stereo not given) | 9.3 | -0.7 | 11.2 | -0.2 | -0.5 | -4.4 | 1.0 | -0.7 | -7.0 | -5.5
CSc1ccc(CN2C(=O)NC3(CCCCC3)C2=O)cc1 | -2.3 | -5.3 | -1.7 | 0.6 | 0.3 | 2.1 | 14.5 | -1.0 | -4.3 | -3.8
Cc1ccc(S(=O)(=O)N2CCOCC2)cc1C(=O)Nc1ccccc1N1CCOCC1 | -2.5 | 0.0 | 3.6 | -0.9 | 0.8 | -0.4 | -1.2 | 0.8 | 1.3 | -6.6
CCn1c(SCC(=O)N2CCCCC2)nc(O)cc1=O | -3.5 | -4.9 | -3.4 | 0.7 | -0.7 | -3.1 | -14.4 | -2.2 | -2.3 | -4.0
COC(=O)c1cc(-c2ccccc2)n[nH]1 | 2.3 | -0.1 | -7.5 | -0.9 | -0.1 | -8.8 | 8.6 | -2.0 | -1.6 | -1.8
CCOC(=O)N1CCC(N2CCCC(CO)(Cc3cccc(OC)c3)C2)CC1 (stereo not given) | 1.4 | nt | -0.9 | -0.3 | -0.9 | -1.5 | 2.7 | -1.7 | -0.3 | -10.9
Cn1c(=O)c2c(ncn2CC(=O)OCC(=O)NCCc2ccccc2)n(C)c1=O | 4.0 | 10.2 | -8.7 | -0.3 | 1.6 | -4.7 | -6.3 | -0.6 | 4.6 | 5.7
CC[C@@]1(C(=O)OC)N[C@H](CN(C)S(=O)(=O)c2ccc(C(C)(C)C)cc2)[C@@H]2C(=O)N(Cc3ccccc3)C(=O)[C@@H]21 | -5.1 | 5.8 | -3.8 | -3.1 | -0.8 | -4.0 | 12.4 | -1.3 | -5.2 | -10.6
Cc1c(Cl)cccc1NC(=O)CN1CCN(CCN=CC2=C(O)CC(c3ccccc3)CC2=O)CC1 (stereo not given) | -1.1 | 1.5 | 1.9 | -0.8 | -0.7 | -9.7 | -31.1 | 0.4 | -3.9 | -29.2
COc1cc(CC(=O)OCC(=O)NC2CCCCC2C)cc(OC)c1OC (stereo not given) | -3.5 | 12.4 | -7.3 | -1.6 | -8.7 | 3.3 | 5.5 | -0.3 | 7.4 | -6.2
NC(=O)C(c1ccc(Cl)cc1)c1ncc(C(F)(F)F)cc1Cl (stereo not given) | 0.5 | 1.4 | -10.4 | 1.4 | 0.3 | -3.6 | 15.6 | -3.1 | -6.4 | -2.8
CCOc1ccc(NC(=O)c2ccc(NC(=O)c3cn4c5c(c(N6CCN(C)CC6)c(F)cc5c3=O)OCC4C)cc2)cc1 (stereo not given) | 5.5 | -3.0 | 4.2 | -1.4 | -1.7 | -5.2 | -24.8 | -1.0 | 0.5 | -26.7
Cc1cnc(C(=O)Oc2ccc(-c3ccccc3)cc2)cn1 | -4.7 | -4.3 | -4.7 | 0.9 | -3.1 | 1.3 | 9.2 | -1.9 | -1.9 | -10.4
CCCCCCc1c(C)c2ccc(OCC(=O)N[C@@H](Cc3ccccc3)C(=O)O)cc2oc1=O | -4.4 | -2.4 | 3.5 | 5.3 | 8.1 | -0.1 | -27.7 | -0.7 | -2.0 | 6.6
CN(c1ccc(C(=O)Nc2cccnc2)cc1)S(=O)(=O)c1ccccc1 | 5.1 | -1.1 | -4.0 | 11.5 | 0.7 | 2.2 | nt | -1.3 | nt | -18.0
CC(C(=O)OCC(=O)c1cccc([N+](=O)[O-])c1)N1C(=O)C2C3C=CC(C3)C2C1=O (stereo not given) | 6.6 | -10.1 | -6.8 | 0.1 | 0.5 | -0.2 | nt | -2.0 | -2.3 | -2.2

An excerpt from above, showing only C-LANA FP.
SMILES | C-LANA FP
O=C1NC(=O)c2c(NC(=O)C3CCCO3)cccc21 (stereo not given) | 0.3
Cc1onc(-c2ccccc2Cl)c1-c1nc(-c2ccncc2)no1 | -1.6
Cc1c(Br)c([N+](=O)[O-])nn1C(C)C(=O)N1CCCc2ccccc21 (stereo not given) | -0.2

The listing picks up, repeating the two entries before the break.
SMILES | cardiac RTF act | Rtt109 Vps75 | PKA-R2B act | C-LANA FP | DAGLB inhibitor | Keap1 Nrf2 FP | SR-BI uptake up | CAL PDZ FP-1 | CAL PDZ FP-2 | Cardiac RTF inh
CN(c1ccc(C(=O)Nc2cccnc2)cc1)S(=O)(=O)c1ccccc1 | 5.1 | -1.1 | -4.0 | 11.5 | 0.7 | 2.2 | nt | -1.3 | nt | -18.0
CC(C(=O)OCC(=O)c1cccc([N+](=O)[O-])c1)N1C(=O)C2C3C=CC(C3)C2C1=O (stereo not given) | 6.6 | -10.1 | -6.8 | 0.1 | 0.5 | -0.2 | nt | -2.0 | -2.3 | -2.2
O=C(NCc1ccccc1)c1n[nH]nc1-c1ccccc1O | 3.8 | 23.8 | 3.8 | -1.7 | -1.2 | -1.8 | -9.0 | -2.4 | -4.3 | -5.5
CCC(C)Oc1cccc(C(=O)Nc2ccccc2N2CCOCC2)c1 (stereo not given) | 1.4 | 8.3 | 2.4 | -0.9 | -7.9 | 5.3 | -30.8 | -1.0 | -5.0 | -0.2
O=C1c2ccccc2C(=O)c2c1cccc2N(CCO)CCO | 10.2 | 7.2 | -0.6 | 6.2 | 5.3 | 2.8 | 1.8 | -0.9 | -3.8 | -7.2
Cn1c(NCC(O)CO)nc2c1c(=O)n(Cc1ccc(Cl)c(Cl)c1)c(=O)n2C (stereo not given) | 1.4 | 5.7 | 0.9 | -0.9 | 1.0 | 1.7 | -3.2 | -0.2 | -5.5 | 0.8
COC(=O)COc1ccc(S(=O)(=O)N2CCOCC2)cc1C | -5.7 | 12.3 | -5.9 | 0.5 | 1.6 | -0.7 | 0.5 | -2.4 | -0.4 | -1.5
O=C(NC1CCCN(C2Cc3ccccc3C2)C1)c1ccc(F)cc1Cl (stereo not given) | -5.1 | 12.0 | -4.7 | -0.8 | -1.2 | -1.1 | -9.9 | -2.1 | -2.3 | 0.8
COC(=O)C1=C(C(=O)OC)[C@@H]2N(Cc3ccccc3)c3ccccc3[C@@]23C[C@@H](C(=O)OC)N=C3N1 | -1.8 | 9.9 | 4.5 | -0.7 | 3.8 | 3.4 | 28.9 | -0.4 | 0.6 | -1.2
CCN(CC)c1ccc(/C=C(/C#N)C(=O)NC(C)C)o1 | 71.5* | 2.6 | -2.3 | -42.5 | -5.1 | -168.9 | -8.6 | -0.4 | -5.4 | -81.3
C#CCOCCOCCOCCNc1nc(N2CCN(C(=O)[C@H](CCCCN)n3cc(C(N)CC(C)C)nn3)CC2)nc(N2CCN(C(=O)[C@H](CCC(=O)O)n3cc(C(N)[C@H](C)CC)nn3)CC2)n1 (stereo not given in full) | 0.7 | 28.3 | -14.4 | 1.3 | -0.2 | 1.7 | 15.8 | 0.3 | -0.5 | -2.3
Cc1ccc(-c2noc(CN(C)C(=O)c3ccoc3C)n2)cc1 | -2.1 | 16.2 | -14.6 | -0.5 | -6.5 | -0.4 | nt | -0.2 | -2.9 | -3.9
COc1ccc(Nc2nc(C(=O)N3CCc4cc(OC)c(OC)cc4C3)cs2)cc1 | 1.1 | nt | 1.1 | 0.4 | 0.7 | 9.7 | nt | -4.2 | -2.0 | 3.6
COc1ccc(NC(=O)CS(=O)CC(=O)Nc2cccnc2)cc1 (stereo not given) | 0.6 | 6.9 | -7.2 | 0.5 | 1.5 | -6.4 | nt | 0.1 | -1.9 | 0.2
Cc1ccc(/C=C2\SC(=S)N(CCCC(=O)Nc3ccccc3C(=O)O)C2=O)cc1 | -5.0 | 8.6 | -7.9 | -0.2 | -0.2 | -3.5 | -3.4 | -2.7 | -2.4 | 2.7

High-throughput results as filed in PubChem BioAssay.
